Source: PubChem
zVAD death inh: inhibitors of zVAD-triggered necroptosis, primary screen, L929 cells; viability rescue, % at 10 µM; 220,000 compounds, 0.38% hits; L929 zVAD necroptosis rescue, ATP luminescence, 24 h; with zVAD 60 µM;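 active = activation, scaled between plate controls, above about 75%, limit read from the data; inactive = activation under that limit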;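 also: 0% = zVAD with DMSO and 100% = DMSO alone without zVAD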
TNF necrop inh: inhibitors of TNF-alpha triggered necroptosis, primary screen, cell-based, Jurkat FADD-/-, single concentration | Jurkat FADD-/- TNF necroptosis rescue, ATP luminescence, 24 h; 0 = TNF only, 100 = no-TNF cells | activation (protection from cell death), % at 10 µM | 220,000 compounds, 0.068% hits;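 active = activation, meaning protection from cell death, of at least 50% relative to plate controls; inactive = activation below 50%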;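 also: necroptosis triggered by 40 ng/mL TNF-alpha added together with compound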
Rad51 HR inh: human RAD51 strand exchange inhibitors, primary screen, biochemical, fluorescence. 200,000 compounds, 0.085% hits. hRad51 DNA strand exchange, fluorescence dequenching. inhibition, % at 10 µM. DNA repair protein RAD51 homolog 1 (Homo sapiens), Q06609;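 active = inhibition above 40% at the single screening dose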;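 also: 0% = DMSO control wells and 100% = blanks with heterologous ssDNA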
Target sequence (Q06609 whole entry, looked up): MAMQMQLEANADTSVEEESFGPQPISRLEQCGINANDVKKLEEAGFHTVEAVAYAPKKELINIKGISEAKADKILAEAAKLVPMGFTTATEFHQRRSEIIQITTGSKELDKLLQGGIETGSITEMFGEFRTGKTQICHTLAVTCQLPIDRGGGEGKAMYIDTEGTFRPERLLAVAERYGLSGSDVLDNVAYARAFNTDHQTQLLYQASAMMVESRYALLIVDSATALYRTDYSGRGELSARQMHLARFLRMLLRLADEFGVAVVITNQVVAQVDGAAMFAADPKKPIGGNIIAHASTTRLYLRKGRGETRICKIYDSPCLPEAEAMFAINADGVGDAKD
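Test system: preformed human Rad51 ssDNA filaments; also added: Donor/quencher-labelled 47-bp dsDNA substrate; doses: 10 µM final, single point; times: 37 °C 15-min filament assembly, 30-min compound preincubation, 15-min exchange; detection: FRET fluorescence dequenching, excitation 485 nm, emission 520 nm; read-out basis: Fluorescence-based percent inhibition, control- and blank-normalised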
FXIa inh: human FXIa protease inhibitors, primary screen, biochemical, 1536-well; purified FXIa, Boc-Glu-Ala-Arg-AMC fluorogenic substrate; AID 798, 2007; 220,000 compounds, 0.14% hits; inhibition, % at 5 µM;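 active = inhibition of at least 40%; inactive = inhibition below 40%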;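 also: fluorescence of freed AMC excited at 355 nm; 0% = enzyme without compound and 100% = no enzyme blank; many of its hits are not listed in these tables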
Target sequence (P03951 19-387 limits assumed): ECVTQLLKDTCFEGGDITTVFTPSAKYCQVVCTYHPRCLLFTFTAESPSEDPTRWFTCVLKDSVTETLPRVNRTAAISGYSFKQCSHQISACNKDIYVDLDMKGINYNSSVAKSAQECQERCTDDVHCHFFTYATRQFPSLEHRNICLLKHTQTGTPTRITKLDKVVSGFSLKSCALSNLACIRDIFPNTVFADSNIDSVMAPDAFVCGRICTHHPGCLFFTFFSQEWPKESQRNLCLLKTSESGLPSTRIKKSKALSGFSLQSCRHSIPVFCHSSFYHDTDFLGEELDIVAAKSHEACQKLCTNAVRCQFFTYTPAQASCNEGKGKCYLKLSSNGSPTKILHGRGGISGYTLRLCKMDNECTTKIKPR
Target sequence (P03951 388-625 limits assumed): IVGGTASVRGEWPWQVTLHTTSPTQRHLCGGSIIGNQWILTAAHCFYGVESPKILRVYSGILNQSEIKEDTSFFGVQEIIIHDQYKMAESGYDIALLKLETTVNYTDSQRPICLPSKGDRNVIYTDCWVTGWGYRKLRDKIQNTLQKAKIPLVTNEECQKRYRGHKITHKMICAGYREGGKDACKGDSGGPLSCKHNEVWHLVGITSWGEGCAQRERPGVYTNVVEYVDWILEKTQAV
Thrombin inh: human alpha-thrombin inhibitors, primary screen, counter-screen for coagulation protease inhibitor project, biochemical, 1536-well, fluorogenic AMC substrate. 220,000 compounds, 0.26% hits. inhibition, % at 5 µM. Boc-VPR-AMC fluorogenic substrate cleavage. Prothrombin (Homo sapiens), P00734;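 active = inhibition at or above 40%; inactive = inhibition below 40%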;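 also: 0% = enzyme with no compound and 100% = wells without enzyme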
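Material: human alpha-thrombin enzyme / Medium: pH 7.5 Tris (50 mM) with NaCl 150 mM, Tween 20 0.05% / Compound: single-point dosing at 5 µM, 0.2% DMSO / Incubation: enzyme reaction carried out at room temperature / Detection: AMC fluorescence, 355/460 nm / Read-out basis: percent inhibition scaled between no-compound controls and no-enzyme blanks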
hK5 inh: human KLK5 protease inhibitors, primary screen, biochemical, 1536-well. Kallikrein-5 (Homo sapiens), Q9Y337. recombinant hK5, fluorogenic AMC substrate cleavage. inhibition, % at 5 µM. 210,000 compounds, 0.59% hits;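 active = inhibition of 40% or more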;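 also: 0% = enzyme controls without compound and 100% = no-enzyme blanks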
KCC2 mod: KCC2 cotransporter modulators, thallium flux, primary screen, cell-based, HEK293 KCC2, FluoZin-2 fluorescence, MLSMR | Solute carrier family 12 member 5 (Homo sapiens), Q9H2X9 | KCC2 cells, thallium flux FluoZin-2 fluorescence | B-score of Tl+ flux slope (higher = more flux/activation; lower = inhibition) at 10 µM | 190,000 compounds, 2.2% hits | AID 1456, 2008;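 active = thallium flux slope and its plate-corrected score both differing from the plate sample mean at a set confidence after two filtering rounds, in either direction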;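 also: slope of fluorescence scaled to starting intensity during 10 to 20 s after thallium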
FXIIa inh 1536: human FXIIa protease inhibitors, primary screen, biochemical, 1536-well. purified FXIIa, Boc-QGR-AMC fluorogenic substrate, 2 h. AID 800, 2007. 220,000 compounds, 0.3% hits. inhibition, % at 5 µM; in the data active = inhibition above about 40%;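 also: 0% = enzyme with no compound and 100% = blank without enzyme; many of its hits are not listed in these tables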
Hck Nef HTS: inhibitors of Nef-activated human Hck kinase, primary screen, biochemical, Z-Lyte FRET, 384-well, Hck-YEEI | Recombinant Hck-YEEI plus Nef, Z-Lyte FRET kinase assay | inhibition, % at 20 µM | 220,000 compounds, 0.68% hits;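 active = Hck-Nef kinase inhibition above about 50%, limit read from the data; inactive = inhibition below that limit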;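 also: 0% = DMSO with Hck plus Nef and 100% = Hck alone without Nef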
The depositor's hits bear a star; nt = not tested or not shown. Some of the compounds tested. The share of hits here may be higher or lower than overall.

entry	Compound	zVAD death inh	TNF necrop inh	Rad51 HR inh	FXIa inh	Thrombin inh	hK5 inh	KCC2 mod	FXIIa inh 1536	Hck Nef HTS
1	CCOC(=O)C1C(=O)NC(c2ccccc2)=NC1c1ccc(OC)cc1 (stereo not drawn)	0.7	2.0	nt	-2	-1	0	0.14	5	16
2	CCN(C(=O)C(C)OC(=O)C1C(C(=O)OC)=C(C)NC(C)=C1C(=O)OC)c1ccccc1 (stereo not drawn)	-0.4	0.3	-42	-3	2	-8	-0.12	7	25
3	CC(C)(C)c1cnnn1-c1ccc(-c2csc(N)n2)cc1	0.9	-2.1	0	1	-3	-51	nt	9	-2
4	O=C(COc1ccccc1)Nc1ccc(S(=O)(=O)NCc2ccco2)cc1	0.0	-0.1	0	-5	-7	-9	-2.4	-2	0
5	O=C(CSc1nc2ccccc2c(=O)n1CCCN1CCOCC1)c1c[nH]c2ccccc12	-0.4	1.4	13	-2	-7	-3	-0.14	4	17
6	COc1ccc(NCC(=O)N/N=C(\C)c2cc3ccccc3o2)cc1	2.2	-1.0	17	0	6	-5	0.3	7	19
7	CCn1nnnc1SCCSc1nnnn1CC	-0.4	-1.2	-4	-5	-6	-6	-0.83	0	-1
8	CCC(=O)Nc1cc(-c2nn3c(C)nnc3s2)ccc1C	0.1	-2.4	-3	-2	0	0	0.26	3	2
9	CCn1c(C(=O)N2CCc3ccccc3C2)cc2sccc21	0.2	-2.0	10	-10	-12	-27	-0.32	-2	0
10	O=C(C1CCCO1)N1CCN(C(=S)Nc2ccc(F)c(Cl)c2)CC1 (stereo not drawn)	0.8	0.3	9	13	-3	8	-0.05	12	20
11	CCS(=O)(=O)NCCc1csc(-c2cccnc2)n1	0.0	-0.5	-3	5	-4	-7	-0.11	20	22
12	O=C(NCCN1CCOCC1)c1ccc(CSc2nc3ccncc3n2Cc2ccc(F)cc2)cc1	0.3	1.5	nt	-1	-3	nt	-0.25	6	13
13	COc1ccc(-c2nn(-c3ccccc3C)cc2CNC(C)c2cn(C)nc2C)cc1F (stereo not drawn)	1.6	2.1	-5	-2	-10	4	0.76	6	32
14	COc1cc2c(c(OC)c1OC)-c1c(cc3c(c1OC)OCO3)C1OC2[C@@H](C)[C@H]1C (stereo partly drawn)	0.3	-1.7	-2	-1	-3	-3	-0.41	5	36
15	O=C(CSC1CCCCC1)N1CCN(c2ccccc2)CC1	2.0	0.2	nt	5	-6	8	-0.72	6	1
16	Cc1ccccc1-c1nc(CN2CCC(C(=O)N3CCN(c4ccccn4)CC3)CC2)c(C)o1	1.6	-2.2	2	-8	15	7	0.3	-7	5
17	COc1cccc(C2C=C(Nc3ccccc3)C(=O)N2c2ccccc2)c1 (stereo not drawn)	-0.1	2.5	-2	-1	-2	-17	-0.73	8	2
18	CCCC(=O)Nc1nnc(-c2ccc(Cl)s2)o1	1.1	0.4	-6	-8	-8	-11	nt	0	2
19	COc1cc(NC(=O)Cc2cccs2)c(C(=O)O)cc1OC	0.4	0.1	-181	1	3	0	0.51	15	-13
20	CCN1C(c2ccccc2)C(C)C(=O)C(C)C1c1ccccc1 (stereo not drawn)	-1.2	1.7	0	4	5	-6	1.1	14	-2
21	COc1ccc(NC(=O)CN2CCC(C(N)=O)(N3CCCCC3)CC2)cc1	-0.1	0.9	-9	1	3	-6	-2	14	-2
22	O=C(COC(=O)C1CC1)NCc1ccccc1Cl	0.1	5.7	-12	-22	-6	-10	0.94	-6	-2
23	COC(=O)C(C)Sc1nnc(Cc2cc(=O)[nH]c(=O)[nH]2)n1-c1ccc(Cl)cc1 (stereo not drawn)	0.8	0.2	nt	8	24	30	0.61	43*	0
24	CCC(C#CCN1CCCCC1)(CC)OCCC#N	0.3	-2.3	nt	-3	-7	0	-0.7	6	3
25	CC(C)CNS(=O)(=O)c1ccc(CCC(=O)N2CCOCC2)cc1	-0.7	-1.7	-4	6	-5	0	nt	12	8
26	Cc1cc(=O)oc2cc(OCC(=O)Nc3nnc(C4CC4)s3)ccc12	-0.7	-0.1	28	-1	0	5	0.13	11	27
27	COc1ccc2oc(=O)cc(C)c2c1	-0.2	-4.9	nt	2	1	-2	nt	14	2
28	O=C(c1ccc(Cl)nc1)c1cccs1	-0.6	0.8	16	2	1	1	nt	11	24
29	CCOc1cc(C2NC(=O)NC(C)=C2C(=O)NCc2ccccc2)c(Cl)cc1O (stereo not drawn)	0.2	0.2	-4	-4	-2	-1	-0.41	4	1
30	Cc1cc(C)n(-c2ccc(C(=O)OCC(=O)c3c(N)n(C)c(=O)n(C)c3=O)cc2)n1	2.8	-1.1	-5	24	5	-13	0.026	31	2
31	Cn1c(=O)c2c(nc(SCC(=O)NCc3ccc4c(c3)OCO4)n2Cc2ccc(F)cc2)n(C)c1=O	0.3	-0.1	-1	7	1	-3	-1.4	17	15
32	COc1nc2c(s1)C(=O)NCCC2	2.1	1.3	-3	-13	-7	0	nt	-3	7

Part of the list above, reduced to TNF necrop inh and zVAD death inh:
| No. | SMILES | TNF necrop inh | zVAD death inh |
| --- | --- | --- | --- |
| 26 | Cc1cc(=O)oc2cc(OCC(=O)Nc3nnc(C4CC4)s3)ccc12 | -0.1 | -0.7 |
| 27 | COc1ccc2oc(=O)cc(C)c2c1 | -4.9 | -0.2 |

Remaining list, next part
entry	Compound	zVAD death inh	TNF necrop inh	Rad51 HR inh	FXIa inh	Thrombin inh	hK5 inh	KCC2 mod	FXIIa inh 1536	Hck Nef HTS
33	CCOC(=O)CSc1ncc(-c2ccc([N+](=O)[O-])cc2)[nH]1	1.8	1.7	1	8	-10	-10	0.22	1	-3
34	COc1ccc(CCNC(=O)C(=O)N2CCCCC2)cc1OC	0.1	-0.5	0	-2	-4	-14	0.37	7	-6
35	CCN(C(=O)COC(=O)c1ccc(N2C(=O)c3ccccc3C2=O)cc1)C1CCS(=O)(=O)C1 (stereo not drawn)	38	-0.2	-147	-1	-1	4	nt	6	22
36	CC(C)C(=O)NC(NC(=S)Nc1cccc2cccnc12)C(Cl)(Cl)Cl (stereo not drawn)	0.0	-2.8	-5	-1	-1	-4	-1	11	2
37	CCOC(=O)Cc1csc(NC(=O)CSc2nc(N)c3c(C)c(C)sc3n2)n1	-0.1	-2.1	-7	-11	-6	9	nt	-14	1
38	Cc1ccccc1NC(=O)CC1SC(=NC2CCCCC2)NC1=O (stereo not drawn)	0.0	2.1	9	1	1	38	1.5	16	-9
39	COc1ccc(Br)cc1/C=N/NC(=O)CNC(=O)/C=C/c1ccccc1	9.7	-4.6	5	-1	3	-12	-0.44	10	4
40	CCn1c(Cc2ccccc2)nnc1SCC(=O)Nc1ccc(N2CCOCC2)c(Cl)c1	0.4	0.4	3	0	4	-17	0.46	27	-3

Along the list, from the results shown.
Compounds 33 to 40 in KCC2 mod read 0.22, 0.37, nt, -1, nt, 1.5, -0.44, 0.46
Compounds 33 to 40 in hK5 inh read -10, -14, 4, -4, 9, 38, -12, -17
Compounds 33 to 40 in FXIa inh read 8, -2, -1, -1, -11, 1, -1, 0

(listing goes on)
entry	Compound	zVAD death inh	TNF necrop inh	Rad51 HR inh	FXIa inh	Thrombin inh	hK5 inh	KCC2 mod	FXIIa inh 1536	Hck Nef HTS
41	O=C(CSc1nnc(C2COc3ccccc3O2)o1)N1CCCCC1 (stereo not drawn)	1.0	7.1	-4	-2	-10	-7	nt	8	2
42	CCOC(=O)c1cc2c(=O)n3ccccc3nc2n(Cc2ccco2)c1=NC(=O)c1ccccc1OC	0.1	-1.3	8	0	-3	1	-2.1	10	19
43	O/N=C1/CCCCc2sccc21	0.1	-1.3	0	-7	-4	-12	-0.016	4	2
44	Cc1cccc(CN2C(=O)N/C(=C/c3cc(C)n(-c4cc(C)ccn4)c3C)C2=O)c1	0.3	2.9	-1	4	1	-11	0.74	19	9
45	CCCCN(C)Cc1c(C(=O)N2CCc3ccccc3C2)nc2ccc(Cl)cn12	-0.2	1.0	0	-7	-8	-6	0.25	-1	20
46	Cc1oc(-c2cccc3ccccc23)nc1CN1CCC[C@H]1CO	-1.5	4.7	0	-3	-12	-2	0.15	1	25
47	NCC(=O)Nc1ccc(Cl)cc1C(=O)c1ccc[nH]1	4.2	-11	-2	9	8	4	-0.014	18	-7
48	COc1ccc(S(=O)(=O)N2CCCCC2)cc1NC(=O)CSc1ncnc2ccccc12	0.7	-1.8	-14	6	7	-5	-3.3*	2	1
49	CC1CCN(c2c(NCc3ccc(C(=O)NCCc4ccc(Cl)cc4)cc3)c(=O)c2=O)CC1	nt	-7.8	nt	5	-1	-11	0.0046	9	4
50	CCCNC(=O)NC(=O)COC(=O)CC(NC(N)=O)c1ccc(Cl)cc1 (stereo not drawn)	1.6	0.6	-5	-1	-14	-14	-0.99	3	0
51	CCCNC(=O)c1cnc(Sc2ncc(C(F)(F)F)cc2Cl)n1C	0.0	0.5	-3	2	0	-3	-0.0028	13	-2
52	CSc1ccc(NC(=O)NCCCN2CCN(c3ccccc3F)CC2)cc1	-0.3	-3.7	5	0	0	-16	nt	12	2
53	COc1ccc(C2Oc3ccccc3C3=C2C(c2cccs2)n2ncnc2N3)cc1 (stereo not drawn)	0.6	-6.5	2	5	-9	-21	-2.8	7	1
54	COC(=O)c1cccnc1-n1c(=O)c2cccnc2n(Cc2ccc(Cl)cc2)c1=O	-0.3	-2.7	0	-3	-9	-8	2.6	-6	0
55	CC(C)(C)OC(=O)N[C@@H](CC(=O)OCc1ccccc1)C(=O)O	-0.4	0.0	nt	2	0	nt	-0.036	12	9
